TRPC4 act: TRPC4 (mouse) channel activation; Q9QUQ5; HEK293 TRPC4beta/mu-opioid, Fluo4 calcium fluorescence; stronger effect = higher value; B-score at 10 µM; actives 0.49% (n = 310,000); AID 2237;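 active = B-score above 5 SD of library B-scores, and initial fluorescence ratio not above library mean plus 5 SD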;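 also: positive B-score marks a calcium rise read as TRPC4 activation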
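Assay system – TRPC4beta and mu-opioid receptor HEK293 stable cells · Measured by – Fluo4 fluorescence, kinetic · Schedule – dye loading 45 min room temperature, 110 s kinetic read · Read-out – B-scored integrated calcium fluorescence ratio · Controls – buffer and maximal DAMGO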
KCNK3 block: human KCNK3 channel inhibition, primary screen | O14649 | CHO-KCNK3 thallium flux, FluxOR fluorescence; stronger effect = lower value | B-score at 10 µM | actives 0.84% (n = 340,000) | AID 602410;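 active = B-score under library mean minus 4 SD, starting fluorescence ratio at most library mean plus 5 SD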;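 also: more negative B-score means stronger inhibition of thallium flux through KCNK3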
TRPC4 potent: TRPC4 (mouse) allosteric potentiation; HEK293 TRPC4beta/mu-opioid, DAMGO EC20, Fluo-4 Ca2+ flux; stronger effect = higher value; B-score at 10 µM; actives 0.42% (n = 310,000); AID 2227;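 active = B-score of calcium response area above 5 SD of library B-scores, with initial fluorescence ratio within 5 SD of library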;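 also: B-score of integrated fluorescence ratio over time as area under calcium response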
TRPC4 block: TRPC4 (mouse) channel inhibition; Q9QUQ5; HEK293 TRPC4beta/mu-opioid, DAMGO-evoked Fluo4 calcium flux; stronger effect = lower value; B-score at 10 µM; actives 0.39% (n = 300,000);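 active = B-score over 3 SD under the library average, no early fluorescence shift, positive overall ratio signal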
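Material: HEK293 cells with stable TRPC4beta plus mu-opioid receptor expression / Probe or stimulus: DAMGO in two steps, submaximal then maximal / Compound: single concentration per test compound / Technique: kinetic Fluo4 fluorescence imaging of calcium influx / Read-out: per-well B score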
KCNK9 block: inhibitors of human KCNK9 two-pore domain potassium channel; Q9NPC2; HEK293 KCNK9, FluxOR thallium flux fluorescence; stronger effect = lower value; B-score at 10 µM; actives 1.2% (n = 310,000); AID 488922;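 active = ratio B-score over 3 SD below the library mean, with starting fluorescence within 5 SD of its mean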;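 also: negative B-score means less thallium flux so channel inhibition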
PolyA inhibitor: inhibitors of polyadenylation in S. cerevisiae | S. cerevisiae SKY197-pL101 polyadenylation reporter, beta-gal luminescence; efflux-impaired pdr1/pdr3 knockout yeast; score 100 = 6 SD above DMSO | calls only at 12 µM | actives 0.02% (n = 300,000) | AID 1875;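 active = lowest replicate activity score at least 50, where 100 means six control SD above control mean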;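 also: yeast exposed to compound for 9 h at 30 °C; higher score means more reporter readthrough which indicates perturbed polyadenylation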
Platelet DG rel: modulates dense granule release in human platelets | human platelet-rich plasma, SFLLRN dense granule ATP release, luminescence | inhibition, %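 (compounds screened at 7.5 µM in platelet-rich plasma)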 | actives 0.22% (n = 300,000) | AID 1663;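 active = mean replicate score, as percent of positive control, at or above 50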
KCNQ1 inh: inhibitors of human KCNQ1 potassium channel. actives 1.3% (n = 310,000). CHO-K1 KCNQ1, FluxOR thallium flux fluorescence; stronger effect = higher value. P51787. B-score at 10 µM. AID 2642;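 active = compounds whose thallium flux B-score, printed positive for inhibition, exceeds three library SD while starting fluorescence stays within three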;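 also: channel opened by potassium depolarization with thallium stimulus after 20 min compound exposure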
Dyrk1A ADPGlo: blocks rat Dyrk1A kinase activity. inhibition, % at 12.5 µM. ADP-Glo luminescence, NFATc1 peptide. actives 0.43% (n = 310,000); in the data active = inhibition above about 50%;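 also: plate controls were vehicle with enzyme for no effect and no enzyme for full effect; many of its hits are not listed in these tables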
KCNQ1 pot: potentiators or activators of human KCNQ1 potassium channel. CHO-K1 KCNQ1, thallium flux FluxOR fluorescence; stronger effect = higher value. P51787. actives 0.35% (n = 310,000). B-score at 10 µM;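 active = fluorescence ratio B-score, a plate-corrected score, at least three library SD, with initial intensity B-score within 5 SD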
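System: Stable KCNQ1 CHO-K1 line | Incubation: 90 min dye loading and 20 min compound exposure, both at room temperature | Measure: Ratio B score | Medium: Assay buffer for compound exposure, DMSO matched across wells | Compound dosing: Single-concentration screen | Probe or stimulus: K+/Tl+ depolarizing stimulus | Measured by: Kinetic FluxOR fluorescence, 10 s baseline plus 110 s post-stimulus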
hERG protect: compounds protecting human hERG from proarrhythmic drug block; Q12809; CHO-hERG, FluxOR thallium flux, dofetilide IC70 present; activation (rescue from dofetilide block), less the hit threshold, % at 10 µM; actives 0.51% (n = 310,000);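 active = activation above the mean of controls blocked by dofetilide plus 5 SD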;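 also: thallium influx through hERG after potassium depolarization seen as dye fluorescence rise; in these data hits start at about 4.7%; inactives centre near -7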
Target sequence (Q12809 whole entry, looked up): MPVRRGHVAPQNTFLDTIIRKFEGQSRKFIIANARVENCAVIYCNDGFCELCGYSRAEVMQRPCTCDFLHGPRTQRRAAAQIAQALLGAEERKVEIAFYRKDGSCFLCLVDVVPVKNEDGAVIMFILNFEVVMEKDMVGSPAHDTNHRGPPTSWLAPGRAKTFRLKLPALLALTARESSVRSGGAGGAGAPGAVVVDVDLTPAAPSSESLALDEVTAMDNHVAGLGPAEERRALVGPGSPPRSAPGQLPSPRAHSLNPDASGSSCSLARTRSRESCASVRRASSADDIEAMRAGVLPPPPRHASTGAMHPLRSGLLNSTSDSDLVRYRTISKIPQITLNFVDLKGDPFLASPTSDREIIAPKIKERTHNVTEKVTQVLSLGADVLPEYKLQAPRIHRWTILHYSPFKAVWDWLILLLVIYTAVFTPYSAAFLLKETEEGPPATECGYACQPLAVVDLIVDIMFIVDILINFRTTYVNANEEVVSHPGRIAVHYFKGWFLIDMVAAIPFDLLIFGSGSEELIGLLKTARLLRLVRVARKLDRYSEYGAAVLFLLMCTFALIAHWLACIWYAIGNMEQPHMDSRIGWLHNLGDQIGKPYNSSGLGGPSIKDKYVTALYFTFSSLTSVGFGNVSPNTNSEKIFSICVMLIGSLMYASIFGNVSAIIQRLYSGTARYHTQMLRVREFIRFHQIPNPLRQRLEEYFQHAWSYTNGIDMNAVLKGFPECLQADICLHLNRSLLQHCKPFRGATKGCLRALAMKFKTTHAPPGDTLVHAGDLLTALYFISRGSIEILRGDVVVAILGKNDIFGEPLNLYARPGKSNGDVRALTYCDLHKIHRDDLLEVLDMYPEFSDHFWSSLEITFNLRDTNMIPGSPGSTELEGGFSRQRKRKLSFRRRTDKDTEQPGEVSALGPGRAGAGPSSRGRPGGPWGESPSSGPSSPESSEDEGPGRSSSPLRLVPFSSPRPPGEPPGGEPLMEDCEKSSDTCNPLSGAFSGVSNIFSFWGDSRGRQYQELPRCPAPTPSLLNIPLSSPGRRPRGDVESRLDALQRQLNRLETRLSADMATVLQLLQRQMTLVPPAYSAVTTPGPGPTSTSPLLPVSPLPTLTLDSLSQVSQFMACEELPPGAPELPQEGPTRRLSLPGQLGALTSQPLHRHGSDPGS
The depositor's hits bear a star; i = inactive; · = no result given; & = joins results of further samples. Not all compounds are listed; the hit share may differ from the screen's.

#1 CCOc1nc(NC(=O)NS(=O)(=O)c2cccc(Cl)c2)nc(-c2ccccc2)n1
#2 O=C1NCC(O)=C1C=NC12CC3CC(CC(C3)C1)C2
#3 COc1ccc(C2CCCN2CC(O)COc2ccccc2C(C)C)cc1 (stereo unspecified)
#4 CCOC(=O)CN(C(=O)CSc1nnc(CNc2ccc(C)cc2C)n1CC)c1ccccc1
#5 Cc1cc(NC2CCCCC2)nc(NCc2ccccc2)n1
#6 CC(=O)c1ccc(Oc2ncnc(N)c2[N+](=O)[O-])cc1
#7 CN(C)S(=O)(=O)c1ccc(NC(=O)Cn2ccsc2=N)cc1
#8 CC1CCN(S(=O)(=O)c2ccc3c(c2)n(C)c(=O)n3C)CC1
#9 COC(=O)C1=C(C)NC(=O)/C1=C\c1cc(C)n(-c2cccc(C)c2)c1C
#10 CCS(=O)(=O)c1ccc(O)c(NC(=O)COc2ccc(OC)cc2)c1

Assay by compound | 1 | 2 | 3 | 4 | 5 | 6 | 7 | 8 | 9 | 10
TRPC4 act | i | i | i | i | i | i | i | i | i | i
KCNK3 block | i | i | i | i | i | i | i | i | i | i
TRPC4 potent | i | i | i | i | i | i | i | i | i | i
TRPC4 block | i | i | i | i | i | i | i | i | i | i
KCNK9 block | i | i | i | i | i | i | i | i | i | i
PolyA inhibitor | i | i | i | i | i | i | i | i | i | i
Platelet DG rel | -2 | -13&6 | 5 | 1 | 11 | -2 | -4 | 8 | 4 | 12
KCNQ1 inh | i | i | i | i | 14* | i | i | i | 9* | i
Dyrk1A ADPGlo | -1 | -2&8 | -2 | -5 | 3 | 1 | -2 | 10 | -7 | -2
KCNQ1 pot | i | i | i | i | i | i | i | i | i | i
hERG protect | -9 | -6&-2 | -16 | -14 | -36 | -3 | -3 | -4 | -17 | -15

#11 N#CC(C#N)=Cc1ccc(OCC(=O)N2CCOCC2)cc1
#12 Cc1cc(=O)c2ccccc2s1
#13 CC1=C(C(=O)Nc2cccc(C(=O)NC3CCCC(C)C3C)c2)SCCO1 (stereo unspecified)
#14 COc1ccc(CN2CCN(C(C)C)C(CCO)C2)cc1Cn1cccn1 (stereo unspecified)
#15 Cc1cccc(NC(=O)C2c3ccccc3C(=O)N3CCc4ccccc4C23)n1 (stereo unspecified)
#16 CCOC(=O)CN1C(=O)C(O)=C(C(C)=O)C1c1ccc([N+](=O)[O-])cc1 (stereo unspecified)
#17 CCOC(=O)N1CCC(N2CCN(S(=O)(=O)c3ccc(Cl)cc3)CC2)CC1
#18 O=C(CNC(=O)c1cccs1)N/N=C/c1cccc(Br)c1
#19 CCc1nnc(NC(=O)C2CCCN2S(=O)(=O)c2ccc(C)cc2)s1 (stereo unspecified)
#20 COc1ccc(NC(=O)N2CCN(S(C)(=O)=O)CC2)c(OC)c1

Assay by compound | 11 | 12 | 13 | 14 | 15 | 16 | 17 | 18 | 19 | 20
TRPC4 act | i | i | i | i | i | i | i | i | i | i
KCNK3 block | i | i | -9.3* | i | i | i | i | i | i | i
TRPC4 potent | i | i | i | i | i | i | i | i | i | i
TRPC4 block | i | i | i | i | i | i | i | i | i | i
KCNK9 block | i | i | i | i | -7.4* | i | i | i | i | i
PolyA inhibitor | i | i | i | i | i | i | i | i | i | i
Platelet DG rel | 1 | -2 | -2 | 0 | 5 | -1 | -3 | -4 | -2 | 0
KCNQ1 inh | i | i | i | i | i | i | i | i | i | i
Dyrk1A ADPGlo | 1 | 14 | -5 | 31 | 4 | -6 | -3 | 3 | 6 | 1
KCNQ1 pot | i | i | i | i | i | i | i | i | i | i
hERG protect | -6 | -8 | -11 | -6 | -6 | -9 | 1 | -7 | -7 | -10

#21 C/C(=N/NC(=O)OC(C)(C)C)c1ccco1
#22 Cc1nc2c3ccccc3nc(NNC(=O)CCC(=O)N3CCCC(C)C3)n2n1 (stereo unspecified)
#23 O=C(CSc1ncc(-c2ccc(F)cc2)[nH]1)NCc1ccco1
#24 COc1cc(CCC(=O)Nc2cccc(S(=O)(=O)N(C)C)c2)cc(OC)c1OC
#25 Cc1nn2c(N)c(-c3ccccc3)cnc2c1-c1ccccc1
#26 O=C(NCC(=O)N1CCCCCC1)c1ccc(Br)cc1
#27 CC1CC1C(=O)OCC(=O)c1c(N)n(C)c(=O)n(C)c1=O (stereo unspecified)
#28 COc1ccc(CNC(=O)C(=O)NCCCn2ccnc2)cc1
#29 Cc1cc(C)nc(SCCN2CCOCC2)n1
#30 Cn1c(=O)c2c(nc(Oc3ccccc3)n2C)n(C)c1=O

Assay by compound | 21 | 22 | 23 | 24 | 25 | 26 | 27 | 28 | 29 | 30
TRPC4 act | i | i | i | i | i | i | i | i | i | i
KCNK3 block | i | i | i | i | i | i | i | i | i | i
TRPC4 potent | i | i | i | i | i | i | i | i | i | i
TRPC4 block | i | i | i | i | i | i | i | i | i | i
KCNK9 block | i | i | i | i | i | i | i | i | i | i
PolyA inhibitor | i | i | i | i | i | i | i | i | i | i
Platelet DG rel | 9 | -3 | -2 | 7 | 2 | 10 | -3 | 1 | 14 | -4
KCNQ1 inh | i | i | i | i | i | i | i | i | i | i
Dyrk1A ADPGlo | 1 | -6 | 9 | 0 | 0 | -2 | -5 | · | 0 | 8
KCNQ1 pot | i | i | i | i | i | i | i | i | i | i
hERG protect | -7 | -7 | 0 | -10 | -5 | -9 | -10 | -14 | -2 | -1

#31 O=[N+]([O-])c1cccnc1N1CCC(c2cc(-c3ccc(Cl)cc3)n[nH]2)CC1
#32 CCc1ccc(/C=C2/C(=O)N(C)C(=S)N2CC(=O)OC)s1
#33 O=C(CCN1C(=O)c2cccc3cccc(c23)C1=O)Nc1ccon1
#34 O=C(Nc1ccc(S(=O)(=O)N2CCOCC2)cc1)c1cc([N+](=O)[O-])ccc1Cl
#35 Cc1nc(C)c(C(=O)NNC(=O)Nc2ccc(Cl)cc2)s1
#36 Nn1c(Cc2ccccc2F)nnc1SCn1nnc2ccccc2c1=O
#37 CC1CCCN(C(=O)c2ccc3c(c2)C(=O)N(CCC2=CCCCC2)C3=O)C1 (stereo unspecified)
#38 CN(CC(=O)Nc1ccccc1Cl)C(=O)CSc1nncn1C
#39 COc1cccc(S(=O)(=O)Nc2ccc(C(=O)N3CCOCC3)cc2)c1
#40 COc1ccc(C2=CSC3=C(C(=O)c4cccc(S(=O)(=O)N(C)C)c4)CCN23)cc1

Assay by compound | 31 | 32 | 33 | 34 | 35 | 36 | 37 | 38 | 39 | 40
TRPC4 act | i | i | i | i | i | i | i | i | i | i
KCNK3 block | i | i | i | i | i | i | i | i | i | i
TRPC4 potent | i | i | i | i | i | i | i | i | i | i
TRPC4 block | i | i | i | i | i | i | i | i | i | i
KCNK9 block | i | i | i | i | i | i | i | i | i | i
PolyA inhibitor | i | i | i | i | i | i | i | i | i | i
Platelet DG rel | -1 | -3 | -6 | 0 | -30 | 0 | -7 | 1 | 7 | 1
KCNQ1 inh | i | i | i | i | i | i | i | i | i | i
Dyrk1A ADPGlo | -3 | 2 | -2 | 7 | 1 | -1 | 1 | -9 | -1 | 3
KCNQ1 pot | i | i | i | i | i | i | i | i | i | i
hERG protect | -6 | -9 | -7 | -4 | -12 | -4 | -17 | -7 | -7 | -30

Rewritten with tabs: entries from further up
item	mol	TRPC4 act	KCNK3 block	TRPC4 potent	TRPC4 block	KCNK9 block	PolyA inhibitor	Platelet DG rel	KCNQ1 inh	Dyrk1A ADPGlo	KCNQ1 pot	hERG protect
32	CCc1ccc(/C=C2/C(=O)N(C)C(=S)N2CC(=O)OC)s1	i	i	i	i	i	i	-3	i	2	i	-9
38	CN(CC(=O)Nc1ccccc1Cl)C(=O)CSc1nncn1C	i	i	i	i	i	i	1	i	-9	i	-7
33	O=C(CCN1C(=O)c2cccc3cccc(c23)C1=O)Nc1ccon1	i	i	i	i	i	i	-6	i	-2	i	-7
34	O=C(Nc1ccc(S(=O)(=O)N2CCOCC2)cc1)c1cc([N+](=O)[O-])ccc1Cl	i	i	i	i	i	i	0	i	7	i	-4
31	O=[N+]([O-])c1cccnc1N1CCC(c2cc(-c3ccc(Cl)cc3)n[nH]2)CC1	i	i	i	i	i	i	-1	i	-3	i	-6
35	Cc1nc(C)c(C(=O)NNC(=O)Nc2ccc(Cl)cc2)s1	i	i	i	i	i	i	-30	i	1	i	-12

(cont.)
#41 Cc1cc(NC(=O)CSc2nnc(C(C)N(C)C)n2Cc2ccccc2)no1 (stereo unspecified)
#42 COc1cccc(N/C(SCc2ccccc2F)=C(/C#N)C(=O)NCc2cccs2)c1
#43 COc1ccc(C(C)=O)cc1CC(=O)Nc1ccccc1-c1ccccc1
#44 Cc1c(NS(=O)(=O)c2ccc3c(c2)c(=O)n(C)c(=O)n3C)c(=O)n(-c2ccccc2)n1C
#45 CCOC(=O)N1CCC(NC(=O)CSCc2nc(-c3ccc(OC)cc3)oc2C)CC1
#46 O=C(Nc1ccncc1)Nc1ccccn1
#47 O=C(Nc1ccc2ncccc2c1)c1ccccc1Br
#48 Cc1ccc(OCC(=O)N/N=C\c2ccncc2)c(C)c1
#49 Cc1nnc(NC(=O)c2cc3n(n2)C(C(F)(F)F)CC(C2CC2)N3)s1 (stereo unspecified)
#50 COc1ccc(S(=O)(=O)N(CC(=O)NC2CCCCC2)c2ccc(F)cc2)cc1
#51 O=C(CSc1cn(CCNC(=O)c2ccccc2F)c2ccccc12)NCC1CCCO1 (stereo unspecified)
#52 Cc1ccc(CN(C)C(=O)c2ccc3c(c2)NC(=O)CS3)o1

Assay by compound | 41 | 42 | 43 | 44 | 45 | 46 | 47 | 48 | 49 | 50 | 51 | 52
TRPC4 act | i | i | i | i | i | i | i | i | i | i | i | i
KCNK3 block | i | i | i | i | i | i | i | i | i | i | i | i
TRPC4 potent | i | i | i | i | i | i | i | i | i | i | i | i
TRPC4 block | i | i | i | i | i | i | i | i | i | i | i | i
KCNK9 block | i | i | i | i | i | i | i | i | i | i | i | i
PolyA inhibitor | i | i | i | i | i | i | i | i | i | i | i | i
Platelet DG rel | 0 | 19 | -20 | 1 | 0 | 2 | -2 | 3 | 12 | -9 | 8 | -14
KCNQ1 inh | i | i | i | i | i | i | i | i | i | i | i | i
Dyrk1A ADPGlo | -2 | 4 | 4 | -4 | -4 | 11 | · | -55 | 4 | -2 | 2 | 1
KCNQ1 pot | i | i | i | i | i | i | i | i | i | i | i | i
hERG protect | -16 | -10 | -13 | -9 | -5 | -7 | -10 | -10 | -4 | -8 | -4 | -17

Bioassay records: PubChem, several laboratories
